LNCaP diff act = promotes differentiation of LNCaP prostate cells. flow cytometry side scatter, 4 d. actives 0.56% (n = 24,000). side scatter shift, % at 10 µM;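 active = side scatter shift above 30%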;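 also: androgen-responsive LNCaP prostate cancer cells in charcoal-stripped serum medium; percent of cells past a gate set so DMSO wells show 10% shift; higher shift means more granular cells and more differentiation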
Autofluor Jurkat = compound fluoresces in Jurkat cells, VLA-4 screen interference | compound autofluorescence, flow cytometry; hits give high values; 1 = vehicle-only cell background | fluorescence ratio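 (tested at 10 µM compound in the well)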 | actives 0.61% (n = 24,000);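 active = fluorescence ratio above 2.44, which is 1 plus 3 SD of all ratios; inconclusive = signal too bright to measure linearly, ratio around 10 or more; inactive = fluorescence ratio below 2.44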;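 also: green fluorescence of cells measured with 488 nm excitation and 530 nm emission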
VLA-4 allo ag = allosterically activates the human VLA-4 integrin | activation, % at 10 µM (by protocol) | P13612 | Jurkat cells, LDV-FITC binding, flow cytometry | AID 528 | 24,000 tested, under 10 active;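 active = fluorescent ligand binding to cells raised by more than 40% of the manganese-induced maximum; inconclusive = compound's own fluorescence above 85% of the ligand control signal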;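 also: 0% = ligand binding without compound and 100% = manganese-stimulated maximal binding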
Target sequence (P13612 whole entry, looked up): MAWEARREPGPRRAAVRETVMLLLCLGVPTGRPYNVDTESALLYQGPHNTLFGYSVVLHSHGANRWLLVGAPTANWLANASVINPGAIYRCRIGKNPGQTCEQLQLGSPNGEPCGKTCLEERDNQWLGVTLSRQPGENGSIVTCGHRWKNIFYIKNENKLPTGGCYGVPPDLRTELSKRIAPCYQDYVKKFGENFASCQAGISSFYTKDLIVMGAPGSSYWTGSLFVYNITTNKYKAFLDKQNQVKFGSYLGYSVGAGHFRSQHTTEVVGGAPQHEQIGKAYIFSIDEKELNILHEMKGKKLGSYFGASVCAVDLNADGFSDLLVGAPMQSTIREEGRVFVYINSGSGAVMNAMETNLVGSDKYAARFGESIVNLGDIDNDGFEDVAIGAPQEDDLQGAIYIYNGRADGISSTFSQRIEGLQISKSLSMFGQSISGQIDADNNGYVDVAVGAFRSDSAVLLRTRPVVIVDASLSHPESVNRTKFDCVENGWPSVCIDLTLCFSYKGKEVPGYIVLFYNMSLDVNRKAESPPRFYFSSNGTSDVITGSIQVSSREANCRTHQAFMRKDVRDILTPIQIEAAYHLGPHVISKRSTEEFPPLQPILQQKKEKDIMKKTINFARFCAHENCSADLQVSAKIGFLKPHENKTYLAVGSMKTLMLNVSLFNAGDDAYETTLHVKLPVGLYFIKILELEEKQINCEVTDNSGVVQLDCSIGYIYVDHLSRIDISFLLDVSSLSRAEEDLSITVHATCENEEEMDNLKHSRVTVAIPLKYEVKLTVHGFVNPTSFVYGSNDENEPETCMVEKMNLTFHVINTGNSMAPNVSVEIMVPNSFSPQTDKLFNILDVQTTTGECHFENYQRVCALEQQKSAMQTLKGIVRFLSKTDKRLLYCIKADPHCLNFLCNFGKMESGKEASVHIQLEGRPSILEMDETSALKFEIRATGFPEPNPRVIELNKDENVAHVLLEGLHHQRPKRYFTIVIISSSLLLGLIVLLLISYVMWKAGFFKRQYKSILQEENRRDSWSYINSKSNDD
VLA-4 antagonist = inhibitors of LDV-FITC ligand binding to Mn2+-activated human VLA-4 integrin; P13612; Jurkat cells, LDV-FITC binding with Mn2+, flow cytometry; 100% = Mn2+-driven binding gain fully reversed; actives 0.2% (n = 24,000); inhibition, % at 10 µM (by protocol); AID 529;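 active = inhibition above 50%; inconclusive = compound itself fluorescent, judged against control cell fluorescence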;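 also: 0% = Mn2+ stimulated cells lacking compound and 100% = ligand binding without Mn2+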
An asterisk follows results filed as active; ? = inconclusive; nt = no result given. These rows are one share of the data, so the mix of outcomes need not match the whole.

SMILES	LNCaP diff act	Autofluor Jurkat	VLA-4 allo ag	VLA-4 antagonist
CC12CC(NC(=O)N1c1cccc(C(=O)N3CCN(c4ccccn4)CC3)c1)c1ccccc1O2 (stereo not drawn)	4	1	-2	16
Cn1c(=O)c2c(nc(CN3CCN(Cc4ccccc4)CC3)n2Cc2cccc(Cl)c2)n(C)c1=O	3	1.1	3	-3
Cc1nnc2ccc(N3CCC4(CC3)OCCO4)nn12	9	1	0	-16
COc1ccc(-n2nc3cc(C)c(N)c(Br)c3n2)cc1	13	1	0	-2
O=C(Nc1ccc2snnc2c1)N1CCSCC1	8	1.1	0	-17
COc1ccccc1N=c1oc2cc(O)ccc2cc1C(N)=O	7	1.5	?	?
COc1cccc(-c2nc(CS(=O)(=O)CC(=O)N3CCc4ccccc4C3)c(C)o2)c1	8	1.1	-8	6
CCOC(=O)c1ccc(Oc2nc(SC)nc(N(C)C)n2)cc1	10	1.1	7	-11
COc1cccc2cc(NC(=O)C3CCCCC3)c(=O)oc12	10	1.1	1	-10
COc1ccc(OC)c(NC(=O)Cn2cccc2)c1	4	0.99	-11	-25
CC(C)c1cc(C(=O)Nc2ccc3c(c2)OCO3)no1	1	1.1	4	-5
COc1ccc(N2C(=O)C3CCCN3C2c2ccc(C)cc2)cc1Cl (stereo not drawn)	8	1	1	8
Cc1nn(Cc2ccc(Cl)cc2Cl)c(C)c1NC(=O)c1nc2n(n1)C(C(F)F)CC(C)N2 (stereo not drawn)	21	1.2	-8	-8
CC(=O)c1ccc(N2CCN(C(=O)CCS(=O)(=O)c3ccc(C)cc3)CC2)cc1	3	1	0	9
Cc1ccc2c(c1)N(CCC(=O)NCC1COc3ccccc3O1)C(=O)CO2 (stereo not drawn)	11	1.1	4	-7
O=C(Cc1c(C(=O)O)[nH]c2ccc(Cl)cc12)Nc1ccc2c(c1)OCCO2	7	1	6	-17
Cc1sc2ncn(CC(=O)NCCCC(=O)N3CCN(c4ncccn4)CC3)c(=O)c2c1C	3	0.92	-5	-1
Cc1cc2cc(CN(CCCN3CCOCC3)C(=O)NC3CCCCC3)c(=O)[nH]c2cc1C	7	1.1	0	-8
Cc1ccc(N(C(C)C(=O)O)S(=O)(=O)c2c(C)[nH]c(=O)[nH]c2=O)cc1 (stereo not drawn)	12	1	-3	-7
Cc1cc(=O)n2nc(N3CCC(C(=O)NCCC4=CCCCC4)CC3)sc2n1	nt	1.1	2	0
CCc1ccc(NC(=O)c2cc(C)on2)cc1	4	1	2	18
COc1cccc(OCC(O)CN2CC(C)CC(C)C2)c1 (stereo not drawn)	6	1	-6	-9
CCN1CCCC1CNC(=O)c1cc2c(C)nc3ccccc3c2o1 (stereo not drawn)	15	0.77	19	-22
COC(=O)c1cccc(NC(=O)CSc2nnc(COc3ccccc3)n2C)c1	5	1.1	-2	-16
CC(=O)NC(C)c1nc2ccccc2n1Cc1ccccc1F (stereo not drawn)	7	1.1	1	1
CCOc1ccc(OCC)c(NC(=O)C2CCCN(S(=O)(=O)c3cnc[nH]3)C2)c1 (stereo not drawn)	7	1.1	-3	6
CC(C)(C)c1nnc(NC(=O)C2CCN(c3ncccn3)CC2)s1	2	1	0	-12
CC(=O)Nc1cc2c(nc1C)nc(C)n2Cc1ccc(Br)cc1	3	1.1	-1	-16
CCN(CC)S(=O)(=O)c1ccc(C2CNC(=O)C2)cc1 (stereo not drawn)	3	1	-2	4
COc1ccc(NC(=O)CSc2nnc(-c3ccccc3C)n2C)cc1	8	1.2	-6	-8
Cc1ccc(NC(=O)/C(CN(C)C)=N\O)cc1	12	1	4	-2
O=C1C(C23CC4CC(CC(C4)C2)C3)C(=O)N(c2ccccc2)N1c1ccccc1	nt	1	-6	41
CC(C)(Oc1ccc(Cl)cc1)C(=O)NC1CCSC1=O (stereo not drawn)	9	1.1	6	-20
O=c1[nH]c2ccc(S(=O)(=O)N3CCN(Cc4ccccc4)CC3)cc2[nH]c1=O	5	1.2	-1	?
O=C(O)c1cc(S(=O)(=O)Nc2ccc3c(c2)OCCO3)c(Cl)cc1Cl	7	1	7	-14
COc1ccc(Cl)cc1Nc1nc(C)cc(=O)[nH]1	4	1	-8	2
Cc1ccc2nc3n(c(=O)c2c1)CCC3	8	1.1	5	12
Cc1cccc(-n2ncc3c(NCCCO)ncnc32)c1	2	1	-5	1
COC(=O)Nc1ccc(S(=O)(=O)N2CCN(c3ccc(F)cc3)CC2)cc1	11	1.1	8	-19
CCN(Cc1nc2ccccc2c(=O)[nH]1)Cc1nc2cc(OC)c(OC)cc2c(=O)[nH]1	0	1.1	-2	-11
Cc1nnc(NCc2n[nH]c(=O)c3ccccc23)c2ccccc12	33*	1	-1	-15
CC(C)OC(=O)c1nnn(-c2nonc2N)c1CSc1ccccn1	17	1.1	0	-10
CN1CCN(c2nc(-c3ccncc3)nc3ccccc23)CC1	5	1	-2	-6
COc1cc(C(=O)Nc2cc(-c3ccccc3)[nH]n2)cc(OC)c1OC	3	1	-6	11
CCOC(=O)Cn1nnnc1CN(Cc1ccc(OC)cc1)Cc1cc2cc(C)ccc2[nH]c1=O	13	1.1	2	1
CCCOc1cccc(C(=O)Nc2cc(NC(=O)c3ccco3)ccc2OC)c1	5	1	-8	0
N#Cc1ccccc1Cn1c(=O)n(CCC(=O)NCc2ccco2)c(=O)c2ccccc21	5	1	5	-6
O=C(Cn1ccc2ccccc2c1=O)NCCC(=O)NC1CCN(Cc2ccccc2)CC1	17	1.1	-10	-16
CCC1CCCN1Cn1cnc2c([nH]c3ccc(OC)cc32)c1=O (stereo not drawn)	7	1	3	-14
Cc1c(NC(=O)c2cc(-c3ccco3)on2)c(=O)n(-c2ccccc2)n1C	15	1.1	2	1

New compounds follow.
SMILES	LNCaP diff act	Autofluor Jurkat	VLA-4 allo ag	VLA-4 antagonist
CCOc1ccccc1NC(=O)CSc1c(C)n[nH]c1C	7	1	-2	-8
COc1ccc(NC(=O)NCCN2CCN(c3cccc(Cl)c3)CC2)cc1	18	1	1	3
CC(=O)c1cccc(NS(=O)(=O)c2c(C)n[nH]c2C)c1	7	1	-1	3
CCCc1nn(CCc2ccccn2)c(N)c1CC	2	0.97	-6	-10
C=CCN=C1SCC(=O)N1S(=O)(=O)c1ccc(C)cc1	2	0.97	-5	-3
O=C(CSc1nnc(Cc2cc(=O)[nH]c(=O)[nH]2)n1-c1ccc(Cl)cc1)NC1CCCC1	12	0.95	-7	-7
CCOc1ccccc1NC(=O)C1CCCN(S(=O)(=O)c2c(C)[nH]c(=O)[nH]c2=O)C1 (stereo not drawn)	5	0.97	2	6
COC(=O)c1ccc2c(=O)sc(N3CCC(C(N)=O)CC3)nc2c1	2	1.1	4	0
COc1ccccc1N1C(=O)c2ccccc2NC1c1ccncc1 (stereo not drawn)	13	1	8	-10
COc1ccc(Cc2nnc(-c3cccc(C)c3)o2)cc1OC	14	0.85	?	?

Ordered by molecular weight (lowest first): 3 of the compounds above
SMILES	LNCaP diff act	Autofluor Jurkat	VLA-4 allo ag	VLA-4 antagonist
COc1ccccc1N1C(=O)c2ccccc2NC1c1ccncc1 (stereo not drawn)	13	1	8	-10
CCOc1ccccc1NC(=O)C1CCCN(S(=O)(=O)c2c(C)[nH]c(=O)[nH]c2=O)C1 (stereo not drawn)	5	0.97	2	6
O=C(CSc1nnc(Cc2cc(=O)[nH]c(=O)[nH]2)n1-c1ccc(Cl)cc1)NC1CCCC1	12	0.95	-7	-7

Following part
SMILES	LNCaP diff act	Autofluor Jurkat	VLA-4 allo ag	VLA-4 antagonist
Cc1ccc(N(C(C)C(=O)O)S(=O)(=O)c2c(C)n[nH]c2C)cc1 (stereo not drawn)	8	0.95	0	9
CN(CCc1ccccn1)C(=O)CN(C)S(=O)(=O)c1ccc2c(c1)c(=O)n(C)c(=O)n2C	8	1	-2	8
CC(C)[C@H](NC(=O)OC(C)(C)C)c1nnc(SCc2cccc(F)c2)o1	3	0.87	8	-20
CCC(=O)Oc1ccc2c(C)cc(=O)oc2c1C	9	1.1	-4	6
COc1ccccc1NC1=C(C)C(=O)CC1	9	0.94	-6	6
Cc1c(C(=O)N2CCN(c3ccccc3F)CC2)sc2ncn(CC(=O)N3CCOCC3)c(=O)c12	4	0.84	18	-8
CN1CCN(C(=O)c2cc(-c3cccc(Cl)c3)on2)CC1	7	1.1	5	-2
O=C(CCn1cccc1)NCc1ccc2c(c1)OCO2	8	1.1	1	-21
COc1ccc(C(=O)N2CCOCC2)cc1Br	9	1	0	-26
CCN(CC)S(=O)(=O)c1ccc2c(c1)c(=O)c(C(=O)NCCN(C)CCc1ccccc1)cn2C	7	0.98	-1	6
O=C(Cn1c(S(=O)(=O)Cc2ccccc2)nc2ccccc21)N1CCCCC1	10	1.1	2	1
CC(C)C(NCc1c(Cl)cccc1Cl)C(=O)O (stereo not drawn)	5	0.97	3	-4
O=C(NCC1COc2ccccc2O1)C1CCN(S(=O)(=O)c2cccc3nsnc23)CC1 (stereo not drawn)	12	1	-22	0
COc1ccc(S(=O)(=O)n2nc(OC(=O)C3CCCCC3)cc2N)cc1	2	0.85	7	-8
O=C(CCCCCn1c(=S)[nH]c2cc3c(cc2c1=O)OCO3)N1CCN(C(=O)c2ccco2)CC1	14	1.1	-2	-7
CCOC(=O)c1cccc(NC(=O)CCn2nnc3ccccc32)c1	6	1	8	-22
COc1ccccc1N1CCN(C(=O)c2ccc3nc(-c4ccco4)c(-c4ccco4)nc3c2)CC1	7	1.2	-9	-2
O=C(O)C1C2CCC(O2)C1C(=O)Nc1cccc(F)c1 (stereo not drawn)	6	0.99	-2	-27
Nc1ccc(Sc2nnnn2-c2ccccc2)c(Cl)c1	11	1.1	-8	-24
CCOCCCNc1ncnc2c1[nH]c1ccccc12	18	1.2	-9	-2

Reformatted with bars between the fields: part of the list above.
smiles | LNCaP diff act | Autofluor Jurkat | VLA-4 allo ag | VLA-4 antagonist
CC(C)(C)c1nnc(NC(=O)C2CCN(c3ncccn3)CC2)s1 | 2 | 1 | 0 | -12
CC(=O)Nc1cc2c(nc1C)nc(C)n2Cc1ccc(Br)cc1 | 3 | 1.1 | -1 | -16
CCN(CC)S(=O)(=O)c1ccc(C2CNC(=O)C2)cc1 (stereo not drawn) | 3 | 1 | -2 | 4
COc1ccc(NC(=O)CSc2nnc(-c3ccccc3C)n2C)cc1 | 8 | 1.2 | -6 | -8
Cc1ccc(NC(=O)/C(CN(C)C)=N\O)cc1 | 12 | 1 | 4 | -2

Other compounds follow:
SMILES	LNCaP diff act	Autofluor Jurkat	VLA-4 allo ag	VLA-4 antagonist
CC1CN(C(=O)Nc2ccc3snnc3c2)c2ccccc21 (stereo not drawn)	12	1.1	0	18
COc1ccccc1CNS(=O)(=O)c1ccc2c(c1)oc(=O)n2C	7	1.1	4	-9
CCOC(=O)c1[nH]c(C)c(C(=O)N2CCN(c3ccc(F)cc3)CC2)c1C	10	1.1	?	?
O=S(=O)(c1ccccc1)c1nc(-c2cccs2)oc1NCC1CCCO1 (stereo not drawn)	2	1	0	-1
Cc1cc(Nc2ccccc2)n(CCC#N)n1	5	0.99	-4	-8
Cc1ccc(C2C=C(c3ccccc3OC(F)F)Nc3ncnn32)cc1 (stereo not drawn)	11	1.3	?	?
O=C(CCn1nc(-c2ccc(Cl)cc2)ccc1=O)NCc1ccccn1	10	1.1	-2	-11
CN(C)c1ccc(NC(=O)CN2CCN(S(=O)(=O)c3cc(Cl)ccc3Cl)CC2)cc1	0	1	-8	14
Cc1cc(S(=O)(=O)NCCc2ccccc2)c(C)s1	3	1	-3	-5
O=C1CCc2cc(S(=O)(=O)N3CCC(C(=O)NCc4ccccn4)CC3)ccc2N1	2	1	-2	1
O=C(NCc1cccnc1)c1cn(CCc2ccccc2)nn1	5	1	2	-2
Clc1ccc(SCCn2ccnc2)cc1	7	1	-2	-15
CCOC(=O)C(CC)Sc1nc2c(c(=O)[nH]c(=O)n2C)n1C/C=C(/C)Cl (stereo not drawn)	5	1.1	-5	-8
CCOC(=O)c1[nH]c(C)c(C(=O)N2CCN(c3ccccc3)CC2)c1C	10	1.2	1	6
Cc1nc(CNS(=O)(=O)c2cc(C)c(C)cc2C)cs1	16	1.1	1	1
CCOC(=O)N1CCN(c2c(NCC3CCCO3)c(=O)c2=O)CC1 (stereo not drawn)	12	0.78	-1	3
C=CCOC(=O)c1[nH]c2c(c1C)C(=O)CC(c1cc(OC)c(OC)c(OC)c1)C2 (stereo not drawn)	10	1.4	-4	12

Six of these compounds in another layout.
| mol | LNCaP diff act | Autofluor Jurkat | VLA-4 allo ag | VLA-4 antagonist |
| --- | --- | --- | --- | --- |
| O=C(NCc1cccnc1)c1cn(CCc2ccccc2)nn1 | 5 | 1 | 2 | -2 |
| Clc1ccc(SCCn2ccnc2)cc1 | 7 | 1 | -2 | -15 |
| CCOC(=O)C(CC)Sc1nc2c(c(=O)[nH]c(=O)n2C)n1C/C=C(/C)Cl (stereo not drawn) | 5 | 1.1 | -5 | -8 |
| CCOC(=O)c1[nH]c(C)c(C(=O)N2CCN(c3ccccc3)CC2)c1C | 10 | 1.2 | 1 | 6 |
| Cc1nc(CNS(=O)(=O)c2cc(C)c(C)cc2C)cs1 | 16 | 1.1 | 1 | 1 |
| CCOC(=O)N1CCN(c2c(NCC3CCCO3)c(=O)c2=O)CC1 (stereo not drawn) | 12 | 0.78 | -1 | 3 |
